Source: PubChem
IEC-6 tox: cytotoxicity in IEC-6 intestinal epithelial cells, primary screen, cytotoxicity control for KLF5 inhibitor project, cell-based, luminescence. IEC-6 cytotoxicity, luminescence viability. inhibition, % at 5 µM. 290,000 compounds, 0.78% hits; in the data active means inhibition above about 22%;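 further: 0% = plate median of test compound wells and 100% = cytotoxic reference compound wells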
AI-2 QS mod: Vibrio harveyi AI-2 quorum sensing modulators, primary screen, JMH597 strain, luminescence/OD600 ratio; Vibrio harveyi JMH597 AI-2 luminescence/OD600 ratio, 9 h; stronger effect = lower value; strain lacks LuxN and CqsS sensors; 0 = neutral-control median; activity change, % at 7.5 µM; 300,000 compounds, 0.4% hits; AID 2094, 2009; in the data active means activity change below about -75%, passing the limit was not always enough; inconclusive means no clear call, values can overlap the other calls;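 further: luminescence divided by OD600 gain over 9 h not by final OD600 alone; inactives centre near 13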
aSyn UTR inh: MLPCN primary screen, SNCA 5' untranslated region; inhibition, % (tested at 7.5 µM); alpha-synuclein 5'UTR reporter, inhibitor activity; 300,000 compounds, 0.82% hits; in the data active means inhibition above about 60%; inconclusive means no clear call, values can overlap the other calls;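 further: H4 neuroglioblastoma cells stably carrying SNCA 5'UTR luciferase fusion; 0% = DMSO wells and 100% = positive control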
GSK3B inh: human GSK3beta kinase inhibitors, primary screen, biochemical, cell-free homogeneous, HTS | 300,000 compounds, 0.038% hits | GST-GSK3beta kinase, ADP-Glo luminescence, 60 min; stronger effect = lower value | AID 2097, 2009 | activity score (negative = inhibition), % at 10 µM;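 active means more than half of replicate wells score below -50%, meaning over 50% inhibition versus plate controls; inconclusive means some replicates but at most half score below -50%; inactive means no replicate scores below -50%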;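 further: 0% = median DMSO wells and -100% = median GW8510 positive control wells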
Target sequence (P49841 whole entry, looked up): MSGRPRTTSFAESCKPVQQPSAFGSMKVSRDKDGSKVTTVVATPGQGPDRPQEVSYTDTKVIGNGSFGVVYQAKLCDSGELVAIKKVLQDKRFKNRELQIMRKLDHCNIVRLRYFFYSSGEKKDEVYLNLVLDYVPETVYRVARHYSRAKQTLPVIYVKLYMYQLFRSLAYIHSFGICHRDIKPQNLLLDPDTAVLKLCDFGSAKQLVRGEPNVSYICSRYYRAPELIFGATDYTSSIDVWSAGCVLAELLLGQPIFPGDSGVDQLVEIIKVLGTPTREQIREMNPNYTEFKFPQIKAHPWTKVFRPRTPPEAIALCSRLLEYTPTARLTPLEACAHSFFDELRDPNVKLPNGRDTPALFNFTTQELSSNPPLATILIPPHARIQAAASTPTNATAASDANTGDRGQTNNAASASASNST
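Test system – GST-tagged human GSK3beta kinase, cell-free · Incubation – 60 min enzyme reaction, room temperature · Signal – ADP-Glo luminescence · Also added – peptide substrate and ATP at 25 µM · Controls – DMSO neutral wells and GW8510 at 20 µM as positive · Buffer or medium – Tris/MgCl2 kinase buffer · Measure – Luminescence-derived activity versus plate DMSO and GW8510 wells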
HSP90 refold inh: HSP90 inhibitors, primary screen, cell lysate, luminescence | Rabbit reticulocyte lysate, luciferase refolding luminescence, 3 h | inhibition, % at 5.6 µM | 290,000 compounds, 0.91% hits | AID 1789, 2009;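 active means inhibition above the screen-wide mean plus 3 SD, computed separately per campaign, cut at about 16% in these data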;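 further: 0% = DMSO wells and 100% = 60 µM geldanamycin wells; inhibitors lower the luminescence because luciferase stays unfolded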
HSF1 inhib: HSF1 inhibitors in luciferase reporter cells, primary screen, cell-based, NIH3T3, luminescence; NIH3T3-HGL HSE-luciferase, MG132-induced, luminescence 8 h; stronger effect = lower value; activity change, negative = inhibition, % at 7.5 µM (by protocol); 300,000 compounds, 0.77% hits;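 active means more than half of replicate wells show activity change below -50%, luminescence cut by over half; inconclusive means some wells, but at most half, below -50%; inactive means no replicate well below -50%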;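 further: luciferase reports HSF-1 transcriptional activity via heat shock element; 0% = median of DMSO wells and -100% = zero luminescence signal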
PolyA inh: polyadenylation inhibitors in yeast reporter cells, primary screen, luminescence, S. cerevisiae | S. cerevisiae SKY197-pL101 polyadenylation reporter, beta-gal luminescence; efflux-impaired pdr1/pdr3 knockout yeast; score 100 = 6 SD above DMSO | calls only at 12 µM | 300,000 compounds, 0.02% hits;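 active means lowest replicate activity score at least 50, where 100 means six control SD above control mean; inconclusive means lowest score under 50 but half or more replicates reach 50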;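 further: yeast exposed to compound for 9 h at 30 °C; higher score means more reporter readthrough which indicates perturbed polyadenylation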
GSK3A inh: blockers of GSK3A enzyme activity – biochemical, luminescence, cell-free homogeneous, HTS, primary screen; Glycogen synthase kinase-3 alpha (Homo sapiens), P49840; GSK-3 alpha kinase, ADP-Glo luminescence, 60 min; inhibition, % at 10 µM; 320,000 compounds, 0.1% hits;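 in the data active means inhibition above about 50%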;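 further: GST-tagged GSK-3 alpha with peptide substrate and 25 µM ATP; 0% = DMSO neutral wells and 100% = GW8510 positive control wells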
Target sequence (P49840 whole entry, looked up): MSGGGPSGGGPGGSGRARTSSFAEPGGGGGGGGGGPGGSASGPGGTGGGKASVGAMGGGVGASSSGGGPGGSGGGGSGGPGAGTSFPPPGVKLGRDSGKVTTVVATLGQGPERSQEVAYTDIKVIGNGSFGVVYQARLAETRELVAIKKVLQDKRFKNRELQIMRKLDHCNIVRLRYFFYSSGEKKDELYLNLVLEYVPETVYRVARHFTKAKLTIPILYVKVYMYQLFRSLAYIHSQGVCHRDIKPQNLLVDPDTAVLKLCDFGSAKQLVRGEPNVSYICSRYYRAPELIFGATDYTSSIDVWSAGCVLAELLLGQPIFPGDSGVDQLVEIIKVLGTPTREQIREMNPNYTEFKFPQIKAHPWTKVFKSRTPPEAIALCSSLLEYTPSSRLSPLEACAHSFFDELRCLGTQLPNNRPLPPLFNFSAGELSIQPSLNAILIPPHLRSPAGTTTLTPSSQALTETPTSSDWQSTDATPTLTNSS
KLF5 inh: KLF5 expression inhibitors, primary screen, DLD-1 cells, luminescence. DLD-1 KLF5 promoter-luciferase reporter. 290,000 compounds, 0.23% hits. inhibition, % at 5 µM;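 active means inhibition above a per-plate limit of that plate's mean compound inhibition plus 3 SD, cut at about 60% in these data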;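 further: 0% = DMSO wells and 100% = LY294002 at 200 µM; higher means less KLF5 promoter-driven luciferase light; inactives centre near -14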
HSF1 activator: HSF-1 activators, primary screen, NIH3T3-HGL cells, MG132 stress, luminescence, single point | NIH3T3-HGL HSF-1 luciferase reporter, 8 h; 100% = twice DMSO control signal | activation, % at 9 µM | 300,000 compounds, 1.7% hits | AID 504408, 2011;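 active means mean replicate activation of at least 50% with a set share of replicates each reaching 50%; inconclusive means only one of those two conditions met; inactive means mean below 50% and too few replicates reaching it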;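 further: 0% = median of the neutral control wells and 100% = twice that signal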
The depositor's hits bear a star; i = inactive; ? = inconclusive; nt = no result given; & = joins results of further samples. These rows are one share of the data; the hit share may differ from the screen's.

SMILES	IEC-6 tox	AI-2 QS mod	aSyn UTR inh	GSK3B inh	HSP90 refold inh	HSF1 inhib	PolyA inh	GSK3A inh	KLF5 inh	HSF1 activator
CCCS(=O)(=O)N1CCC(C(=O)NCc2ccccc2Cl)CC1	-2.6	nt	nt	nt	1.5	nt	nt	-0.1	-7.0	nt
COc1ccc(C2=C(CN(C)C)C(c3ccccc3)c3ccccc3O2)cc1 (stereo unspecified)	-0.9&4.0	-1.8&19.2	27.6	3.7&0.8	2.4&1.4	6.5&5.3	i	3.2&3.6	-5.8&-12.0	9.5&-14.1
Cc1ccc(N2C(=O)NC(NC(=O)c3ccc(Cl)cc3)(C(F)(F)F)C2=O)cc1 (stereo unspecified)	2.0	-1.0	23.4	-0.9	3.4	-6.2	i	-3.1	-6.8	9.7
CN1C(=O)/C(=C/c2cc(C(C)(C)C)c(O)c(C(C)(C)C)c2)NC1=S	-5.1	23.1	5.4	0.2	-0.8	5.8	nt	1.1	-21.1	6.7
O=C(COC(=O)c1ccc(Cl)nc1)NCc1ccco1	-0.3	46.3	-25.6	2.8	-2.7	-5.3	i	-0.4	-3.4	-2.1
COc1ccc2c(c1)OC/C(=C/c1cccs1)C2=O	-6.8	41.6	-151.3	2.1	-3.0	41.3	i	nt	-172.9	42.3
Cc1ccc(C)c(-n2c(SCC(=O)O)nc3sc4c(c3c2=O)CCCC4)c1	-7.4	22.8	26.3	2.3	-1.5	3.4	i	0.8	3.8	10.8
CCOc1ccc(Cn2c(SCCCCC#N)nc3c2c(=O)n(C)c(=O)n3C)cc1OCC	2.7	27.0	28.7	7.3	-2.8	-34.6	i	1.5	-14.6	-47.4
Cc1cc2cc(CNC(=O)CC(C)C)ccc2n1C	2.9	29.4	-7.9	0.5	0.0	-0.2	i	-3.8	-4.3	16.0
O=C(COC(=O)c1cc2c(s1)CCCCC2)NC1CCS(=O)(=O)C1 (stereo unspecified)	nt	nt	6.1	nt	nt	-3.7	i	-1.0	nt	7.1
Cc1c(NC(=O)c2csc3c2CCCC3)c(=O)n(-c2ccccc2)n1C	1.2	10.4	8.6	1.8	-3.1	-4.9	i	-1.0	-7.9	-5.8
O=C(CN(C(=O)c1csnn1)c1ccccc1F)NCc1ccc2c(c1)OCO2	0.6	22.4	-4.7	1.9	-2.4	-4.4	i	2.0	7.3	16.1
Cc1cc(O)c(Oc2cc(C)cc(O)c2O)c(O)c1	1.7	19.7	-41.1	4.4	-2.3	11.7	nt	-1.1	-9.7	29.9
O=C(NNC(=O)c1cccnc1)Nc1cccc(Cl)c1Cl	0.9	53.9	6.2	1.7	0.5	-4.9	i	-3.2	-3.6	-15.0
COc1ccc(C[C@H]2CN3C(=NC[C@H]3C)N2CCNC(=O)CCC2CCCCC2)cc1	5.1	22.6	25.0	2.0	2.9	-1.6	i	nt	17.7	-16.5
COc1ccc(C(=O)Cn2nnc(-c3ccc(N4CCOCC4)cc3)n2)cc1OC	2.4	21.5	-8.5	2.2	1.3	3.2	i	-2.0	6.9	4.6
COc1ccc(F)cc1S(=O)(=O)Nc1cc2c3c(c1)CCC(=O)N3CCC2	nt	26.2	-5.2	7.2	nt	8.3	i	-3.7	nt	10.8
Cc1ccccc1OCc1nc2ccccc2c(=O)n1/N=C/c1cccc([N+](=O)[O-])c1	0.1	26.3	-56.1	1.7	-2.2	16.0	i	-3.0	-27.2	35.8
NNC(=O)CCc1nc2ccccc2[nH]1	3.6	32.3	-12.7	-2.9	2.4	4.2	i	2.7	2.8	-5.9
COc1ccc(Nc2ncc(C(=O)N3CCN(c4ccc(F)cc4)CC3)c3ccccc23)cc1	2.7	2.8	41.0	-4.1	1.8	-5.2	i	6.2	4.0	13.6
O=C(NCC1CCCO1)Nc1ccc(Cl)cc1 (stereo unspecified)	0.3	21.1	-73.0	-3.2	2.5	9.8	i	nt	-4.7	13.5
COc1cccc(NC2=C(C#N)C(=O)NC(c3cccc(OC)c3O)S2)c1 (stereo unspecified)	0.7	50.6	17.6	0.9	-3.9	2.1	i	0.0	-23.8	4.1
CCCCn1c(N)c(N(CC(C)C)C(=O)CSc2nnc(C)n2-c2ccc(OC)cc2)c(=O)[nH]c1=O	nt	21.9	-6.7	-5.2	nt	6.0	i	1.3	nt	-5.8
Cc1cccc(C(=O)NCCCNC(=O)c2ccc(C)nc2)c1	-0.4	24.2	8.3	1.6	-1.4	-2.9	i	-0.4	-11.4	-14.6
CC(C)CNc1nc(Oc2ccc(=O)[nH]n2)nc(N2CCOCC2)n1	0.7	2.9	-11.5	-1.7	-0.3	1.2	i	1.0	-24.6	3.1
Cn1c(C(=O)Nc2ccc(Cl)cc2)cc2cc(Cl)ccc21	4.0	29.4	-10.3	0.4	-4.9	6.0	i	-1.2	-22.8	8.1
O=C(CN(C(=O)CCC(=O)Nc1nccs1)c1ccc(F)cc1)NCc1ccc2c(c1)OCO2	4.3	16.2	18.5	-1.8	-3.4	-11.3	i	-0.3	-14.4	6.3
CCSc1nnc(NC(=O)[C@@H](NC(=O)c2ccccc2)C(C)C)s1	-2.8	24.0	4.6	-1.3	13.8	-36.9	i	-3.1	-64.9	-49.1
CC1CCN(c2ccccc2NC(=O)c2ccc(F)cc2)CC1	-0.5	45.1	13.5	-1.4	-5.9	0.0	i	-1.3	-15.8	17.0
COc1cccc(CNC(=O)c2ccccc2N)c1	-1.0	10.2	-13.2	-1.8	-0.6	-2.3	i	-3.1	-16.5	21.4
Cc1cccc(C2c3[nH]c4ccccc4c3CCN2C(=O)Cc2nc(-c3ccccc3)n[nH]2)n1 (stereo unspecified)	11.5	8.2	-4.0	0.5	1.1	9.0	i	-0.4	-29.0	9.9
Cc1ccc(-c2nn(CCC(=O)O)cc2/C=C\C(=O)c2ccc(Br)cc2)cc1	-2.3	17.1	-42.2	0.0	-1.6	17.1	i	6.4	-0.9	9.9
CC(OC(=O)C1=COCCO1)C(=O)Nc1cc(S(=O)(=O)N2CCCCC2)ccc1Cl (stereo unspecified)	-4.9	16.7	-3.5	-0.9	0.5	1.1	i	-1.5	-25.9	2.2
O=C(c1ccco1)N1CCN(C(=O)C2CC(=O)N(c3ccc(Cl)cc3)C2)CC1 (stereo unspecified)	-1.5	15.0	14.0	1.6	-0.1	2.5	i	2.4	-17.4	-5.2
O=C(CN1C(=O)NC2(CCCc3ccccc32)C1=O)N1CCc2ccccc2C1 (stereo unspecified)	-4.0	13.5	7.2	2.2	-3.5	-10.9	i	-0.7	-8.4	12.1
CCOC(=O)N1CCC(NC(=O)C2CCN(S(=O)(=O)N3CCC(C)CC3)CC2)CC1	3.2	nt	nt	nt	-1.6	nt	nt	-0.4	-21.8	nt
CCC(C)[C@H](N)c1cn([C@@H](Cc2ccc(O)cc2)C(=O)N2CCNCC2)nn1 (stereo partly specified)	1.7	37.3	-0.8	-5.9	6.5	-1.6	i	0.0	-1.7	-13.3
Cc1cccc(/C=N\Nc2cn[nH]c(=O)c2Cl)c1	4.5	28.0	-48.4	2.0	-2.8	27.2	i	-0.3	-16.0	23.9
COc1cccc(Nc2nc3ccccc3nc2NS(=O)(=O)c2cccs2)c1	-5.7	-3.1	-3.4	1.5	-6.8	-2.9	i	2.7	-25.3	8.6
CCOC(=O)N1CCN(C(=O)Cn2ncn3nc(-c4cccs4)cc3c2=O)CC1	-7.3	6.3	12.9	-2.6	-0.9	1.4	i	-3.2	5.6	-7.4
Cc1cc(NC(=O)COC(=O)c2c(C)noc2C)ccc1Br	2.2	-91.1*	-9.6	0.8	4.2	5.6	i	-0.2	-4.5	17.5
COc1ccc(-c2nn(-c3ccccc3)cc2C(=O)N2c3ccc(C)cc3C3CN(C)CCC32)cc1 (stereo unspecified)	6.9	22.9	-34.1	-0.3	4.9	5.9	i	-1.9	-11.5	12.2
COc1cc(NC(=O)COC(=O)c2ccc(C)c(S(=O)(=O)N3CCCCC3)c2)c(C)cc1[N+](=O)[O-]	-4.7	-0.4	4.4	-1.5	5.9	21.2	i	-0.4	-2.6	63.7*
O=C(/C=C/c1ccccc1)Nc1ccc(Cl)cn1	18.8	22.1	-94.9	-5.0	-5.3	23.7	i	nt	-67.3	?
CCCc1nnc(NC(=O)CCCC(=O)O)s1	5.8	19.7	10.7	-0.5	1.5	-1.6	i	nt	-6.4	2.3
CN(CC(=O)Nc1ccccc1Sc1ccccc1)Cc1nc2ccccc2c(=O)[nH]1	6.5	16.1	2.1	0.6	4.2	14.9	i	-2.0	-5.1	20.2
Cc1ccc(NC(=S)NC(=O)c2ccc(-c3ccc(Cl)cc3)o2)c(O)c1	-5.1	-8.6	-8.8	2.9	0.5	8.3	i	1.2	-13.5	-2.4
COC(=O)C1=C(C)N=C2SCCC(=O)N2C1/C=C/c1ccccc1 (stereo unspecified)	-2.1	5.7	-23.0	3.2	6.6	12.1	i	-2.3	3.1	39.6
O=C(NC(=O)c1ccc(Cl)c(Cl)c1)OC1CCS(=O)(=O)C1 (stereo unspecified)	-2.3	13.4	22.8	-0.9	-0.1	14.7	i	1.9	-11.7	2.1
CC(C)NC(=O)COC(=O)/C=C/c1ccco1	-5.8	11.3	-5.3	-0.8	-1.4	7.1	i	-4.2	-21.7	15.5
CCOC(=O)c1[nH]c(C)c(C(=O)N2CCN(c3ccc(OC)cc3)CC2)c1C	-0.2	16.0	1.7	3.0	0.2	5.6	i	3.2	-0.9	11.4
c1ccc(Nc2nc(-c3cccnc3)cs2)nc1	-4.7	14.3	-39.3	-1.4	1.2	9.7	i	-0.6	-185.1	32.9
c1ccc2c(CNn3cnnc3)cccc2c1	-3.0	-1.5	-5.4	0.1	0.6	0.8	i	-0.1	1.0	15.0
CCC(C)n1c(-c2cccc(S(=O)(=O)N(CC)CC)c2)n[nH]c1=S (stereo unspecified)	-2.7	6.3	3.9	2.3	-2.8	-3.9	i	-0.2	-16.2	-7.1
